# LMPTP block = blocks human LMPTP phosphatase; P24666; recombinant LMPTP-A, OMFP fluorogenic substrate, fluorescence intensity; inhibition, % at 20 µM; 0.22% of 360,000 active; AID 651560;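 active = compounds that cut the enzyme signal by at least half of the control window in the single-dose screen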;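 also: plate controls were DMSO wells with enzyme plus substrate for no effect and substrate without enzyme for full effect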
# Target sequence (P24666 whole entry, looked up): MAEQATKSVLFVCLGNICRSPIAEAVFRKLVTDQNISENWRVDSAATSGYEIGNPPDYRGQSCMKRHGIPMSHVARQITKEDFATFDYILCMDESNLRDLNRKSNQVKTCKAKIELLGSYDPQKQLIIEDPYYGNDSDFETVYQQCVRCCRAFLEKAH
#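 Test system: LMPTP-A phosphatase enzyme; input: 0.625 nM LMPTP-A final; reagent: OMFP substrate, 400 µM final; compound dosing: 20 µM single dose, 3% DMSO; incubation: 50 min dark incubation at room temperature; measured by: endpoint fluorescence intensity from OMFP dephosphorylation; measure: % inhibition relative to no-enzyme and uninhibited control wells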
# Scp-1 inhibitor = blocks human Scp-1 phosphatase activity | Q9GZU7 | Recombinant Scp1, phosphopeptide, malachite green phosphate absorbance | inhibition, % at 20 µM | 0.88% of 340,000 active | AID 493091;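 active = inhibition above about 50% at 20 µM, limit read from the data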;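 also: plate controls were DMSO wells with enzyme for no effect and wells lacking enzyme for full effect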
# Target sequence (Q9GZU7 76-261 limits assumed): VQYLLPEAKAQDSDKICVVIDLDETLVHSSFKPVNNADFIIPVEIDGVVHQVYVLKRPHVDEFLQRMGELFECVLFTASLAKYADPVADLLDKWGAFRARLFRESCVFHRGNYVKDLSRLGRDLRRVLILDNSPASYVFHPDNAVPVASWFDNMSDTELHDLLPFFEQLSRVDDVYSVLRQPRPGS
#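 assay system = SCP-1 phosphatase catalytic domain, residues 76-261 | buffer or medium = 50 mM Tris acetate pH 5.5, 0.005% Tween-20, 10 mM MgCl2 | incubation = enzyme reaction 45 min at room temperature, colour 5 min, stabilisation 30 min | signal = Phosphate-binding colour reagent, absorbance read at 630 nm | measure = % inhibition at 20 µM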
# MT1-MMP act inh = blocks activation of human MT1-MMP | P50281 | HT1080 RFP-PRO-GFP cells, GFP/RFP ratio fluorescence, overnight; percent of plate control window, DMSO zero | GFP/RFP ratio change, % at 20 µM | 0.061% of 360,000 active;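 active = GFP/RFP ratio change of at least 30% with cell ATP level not reduced by more than half and red fluorescence within 50% of control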; also: strong numbers were not always called active
#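 Test system: HT1080 cells expressing an RFP-PRO-GFP fluorescent reporter construct / Compound dosing: single-point 20 µM compound, 1% DMSO / Schedule: cells overnight before dosing, compound overnight, 37 °C, 5% CO2 / Evaluation: GFP/RFP fluorescence ratio / Control set: DMSO and RFP-L50D-GFP cell wells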
# SUMO1 PPI mod = alters human SUMO1 binding to SIM partners; P63165; SUMO1 binding to a labelled peptide, TR-FRET, 1 h; inhibition, % at 20 µM; 0.33% of 360,000 active; in the data active = inhibition above about 37%
# Target sequence (P63165 whole entry, looked up): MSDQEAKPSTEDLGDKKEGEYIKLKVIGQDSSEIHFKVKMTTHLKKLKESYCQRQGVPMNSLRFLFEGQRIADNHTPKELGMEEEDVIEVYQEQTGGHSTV
# NRP1-CendR mod = alters CendR peptide binding to human NRP-1 | AID 602438 | FAM-RPARPAR peptide binding to NRP-1, fluorescence polarization | 0.85% of 360,000 active | O14786 | inhibition, % at 25 µM;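 active = inhibition or corrected inhibition above about 18%, plus a signal ratio from 0.5 to 1.5, limit read from the data, passing the limit was not always enough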; also: strong numbers were not always called active
# Rpn11 block = inhibitors of human proteasome Rpn11. human 26S proteasome, Ub4-pepOG fluorescence polarization; 20S core pre-blocked with epoxomicin. O00487. calls only at 20 µM. 0.59% of 360,000 active;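 active = inhibition at 20 µM, scaled to each plate's controls, above about 33%, limit read from the data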
# NadD inh = NadD (S. aureus) enzyme inhibition; purified NadD enzyme, colorimetric absorbance read-out; inhibition, % at 20 µM; 0.78% of 360,000 active; AID 602399; in the data active = inhibition above about 26%; also: some compounds past the cut are filed as inactive
# STEP block = inhibitors of human striatal-enriched phosphatase STEP. P54829. recombinant STEP, OMFP fluorogenic substrate, fluorescence. inhibition, % at 20 µM. 0.25% of 360,000 active;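 active = inhibition at 20 µM, scaled per plate between control wells, above about 37%, limit read from the data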;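 also: 0% = DMSO with enzyme and substrate and 100% = substrate only without enzyme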
# Target sequence (P54829 whole entry, looked up): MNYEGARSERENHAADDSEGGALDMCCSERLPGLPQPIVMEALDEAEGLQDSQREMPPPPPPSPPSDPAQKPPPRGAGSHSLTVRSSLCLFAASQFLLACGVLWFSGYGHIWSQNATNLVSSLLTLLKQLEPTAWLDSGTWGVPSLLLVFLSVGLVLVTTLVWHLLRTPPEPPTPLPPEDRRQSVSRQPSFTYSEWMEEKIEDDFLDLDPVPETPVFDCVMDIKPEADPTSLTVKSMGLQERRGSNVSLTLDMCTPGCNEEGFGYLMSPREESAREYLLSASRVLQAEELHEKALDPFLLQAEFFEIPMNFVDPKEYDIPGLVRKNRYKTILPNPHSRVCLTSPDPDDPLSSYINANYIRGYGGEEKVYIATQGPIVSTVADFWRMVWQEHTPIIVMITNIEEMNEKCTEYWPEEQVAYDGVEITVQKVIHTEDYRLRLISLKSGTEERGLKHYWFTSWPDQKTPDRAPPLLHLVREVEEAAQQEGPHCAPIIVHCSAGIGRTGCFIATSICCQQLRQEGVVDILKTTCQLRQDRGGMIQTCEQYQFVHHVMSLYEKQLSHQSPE
#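 Material: STEP (striatal-enriched tyrosine phosphatase) enzyme, cell-free; Compound dosing: 20 µM single dose in 1% DMSO; Technique: fluorescence read at 480 nm ex / 540 nm em; Times: reaction 20 min, ambient temperature; Medium: 50 mM Bis-Tris pH 6.0 with 2.5 mM DTT and 0.005% Tween 20; Also added: OMFP at 25 µM.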
# DNMT1 inh = blocks human DNA methyltransferase DNMT1 | DNMT1 molecular beacon, Hinp1I cleavage, fluorescence | P26358 | AID 588458 | inhibition (reported as % activation of signal), % at 10 µM | 0.83% of 360,000 active; in the data active = inhibition above about 50%
# SKN-1 block = inhibitors of C. elegans SKN-1; 0.49% of 360,000 active; C. elegans VP596 Pgst-4::GFP/RFP ratio, acrylamide-induced, 24 h; inhibition, % at 21.8 µM;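 active = interference check ratio from 0.5 to 1.5 plus GFP to RFP signal ratio inhibition reaching or exceeding a fixed threshold, cut at about 30% in these data, passing the limit was not always enough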; also: some compounds called inactive have numbers as strong as hits
# * hit, by the source's call; i = inactive; · = no result given; + = active, no number.
SMILES,LMPTP block,Scp-1 inhibitor,MT1-MMP act inh,SUMO1 PPI mod,NRP1-CendR mod,Rpn11 block,NadD inh,STEP block,DNMT1 inh,SKN-1 block
CCOc1ccc(CC(=O)Nc2ccc(-c3ccc4nnc(C)n4n3)cc2)cc1,1.4,2.2,10.3,9.8,-21.0,i,-0.9,0.4,-9.3,-8.0
COc1ccc(C(=O)C(/C=N/O)=N/Nc2ccc(F)cc2)cc1,0.5,-3.4,1.2,0.8,-20.4,i,-1.8,0.0,12.8,0.8
C(=C\c1ccccc1)/CN1CCN(C(c2cc3ccccc3o2)c2nnnn2C2CCCCC2)CC1 (stereo not given),5.0,·,0.5,1.9,1.4,i,12.8,2.5,-22.8,12.4
CC1=C(C(=O)N(C(C)C)C(C)C)CC(CC(=O)NCc2cccs2)C(=O)N1Cc1ccccc1 (stereo not given),0.0,·,2.1,0.3,5.2,i,6.2,-2.6,4.2,4.8
CN(C)C(=O)c1cccc(-c2cnc3c(NC=O)cc(-c4ccc(F)cc4)cn23)c1,0.0,·,-5.2,-10.7,-32.8,i,5.3,-0.3,-1.2,-4.9
COCCC(=O)N1CCC(Oc2ccc(C(=O)N3CCCC(CCCO)C3)cc2)CC1 (stereo not given),-0.5,23.5,0.8,1.1,-9.7,i,1.8,-0.3,-0.5,24.9
CCCCOc1ccc(C(=O)NCC(=O)OCC(=O)c2c(N)n(C)c(=O)n(C)c2=O)cc1,0.2,-18.1,6.7,5.5,-2.3,i,6.2,-1.8,-6.3,15.1
O=C(NCCCn1ccnc1)c1cc2c(s1)CCCCC2,-1.0,-6.5,4.9,-0.2,-6.9,i,-6.2,1.1,-1.4,-34.4
COc1nc(C)nc2c1sc(=S)n2C,0.2,-1.8,-12.9,-3.0,-6.6,i,-3.3,1.1,-0.6,-30.8
O=C(NNC(=S)NC(=O)c1ccco1)c1ccc(F)cc1,-1.2,5.0,8.8,8.9,1.5,i,0.7,3.6,0.2,-6.3
O=c1c2sccc2nc(SCc2cc(=O)n3cc(Br)ccc3n2)n1Cc1ccccn1,0.3,-3.9,-0.3,-19.5,5.7,i,-1.6,-1.2,0.2,-6.4
O=C1NC(Cc2c[nH]c3ccccc23)C(=O)N1c1ccc(F)cc1 (stereo not given),0.5,-5.2,1.6,2.7,1.6,i,-1.3,-2.6,7.6,14.3
O=C(Nc1ccc(N2CCOCC2)nc1)c1c(F)cccc1F,-0.2,3.8,-1.4,0.3,-0.1,i,-4.1,0.6,-5.5,9.6
Cc1cc(Cl)c(S(=O)(=O)Nc2cc(S(=O)(=O)N3CCOCC3)ccc2F)cc1OCC(N)=O,1.5,1.7,-1.3,-3.0,1.5,i,-0.4,-3.6,3.4,-11.7
Cc1ccc(C(=O)N2CCCC2)c(F)c1F,-1.7,-4.1,1.9,-1.7,-1.6,i,1.4,-4.4,-0.1,12.9
CSc1ccccc1NC(=O)Cn1nc([N+](=O)[O-])cc1C,0.6,-4.1,-2.8,-9.1,17.8,i,-6.8,-0.7,-1.1,3.7
COc1cccc(Nc2ncnc3nc[nH]c23)c1,0.1,-12.9,-4.9,3.3,1.2,i,0.1,-0.3,-6.0,4.4
COc1ccc(OC)c(NC(=O)C2(C)CCN2Cc2ccccc2OC(F)F)c1 (stereo not given),2.7,·,-2.7,2.3,-2.6,i,-5.5,0.4,1.3,-2.8
COC(=O)C1=C(C)NC(=O)/C1=C/c1ccc(CNS(=O)(=O)c2ccc(C)cc2)o1,0.5,-6.4,-5.4,-9.9,4.6,i,6.2,-0.6,0.0,0.7
COc1cccc(-c2nc(CCl)cs2)c1,-0.3,3.8,6.3,-4.9,8.6,i,1.2,0.9,3.0,-13.9
Cc1cc2c3c(c1)C(C)(c1ccccc1)CC(C)(C)N3C(=O)C21C(C#N)=C(N)OC2=C1C(=O)CC(C)(C)C2 (stereo not given),1.5,12.1,-7.5,0.3,-13.9,i,-14.5,-1.3,-10.4,3.4
COC1=C/C(=C/c2c(N)n3nc(CC(=O)N4CCCCC4)sc3nc2=O)C=CC1=O,0.6,8.6,-69.7,-1.0,-114.1,+,0.3,-1.1,3.1,3.0
CCN1CC2([N+](=O)[O-])CC=C(OC)C([N+](=O)[O-])(C1)C2 (stereo not given),-2.3,1.7,2.3,0.6,2.6,i,4.4,3.2,0.7,10.2
COc1cccc(C(=O)OCC(=O)Nc2ccccc2N2CCOCC2)c1,0.3,-7.8,0.3,-0.9,3.1,i,1.4,0.7,-2.0,-5.8
CCn1cc(/C=C(\NC(=O)c2ccc(OC)c(OC)c2)C(=O)NCCN2CCOCC2)c2ccccc21,-0.1,-3.4,-1.6,-7.0,8.9,i,-5.5,-3.6,-4.5,13.4
SMILES,LMPTP block,Scp-1 inhibitor,MT1-MMP act inh,SUMO1 PPI mod,NRP1-CendR mod,Rpn11 block,NadD inh,STEP block,DNMT1 inh,SKN-1 block
CN(C)c1ccc(NC(=O)c2cnsn2)cc1,-0.5,-2.9,4.3,1.1,-4.3,i,0.8,-1.2,1.6,8.6
O=C(NCc1ccccc1)c1ccc(-c2ccccc2F)o1,1.4,-3.0,-2.8,-12.1,-9.3,i,-1.7,1.4,-2.4,25.9
CC1CCN(c2c(NCC3CCC(C(=O)NCCc4ccccc4)CC3)c(=O)c2=O)CC1 (stereo not given),-1.3,-2.8,2.9,7.4,2.0,i,3.9,-0.6,2.2,-7.7
CC(=O)Nc1cccc(NC(=O)c2ccc3c(c2)CCN3S(C)(=O)=O)c1,-0.8,5.2,1.2,1.3,-4.7,i,0.6,-0.6,0.4,-10.6
O=C(CSc1nc(=O)n2ccccc2n1)OCc1ccccc1,-0.5,1.0,-7.3,-0.5,0.4,i,-2.9,-0.2,0.7,-15.2
CN(C)S(=O)(=O)c1ccc(Nc2nc(C3CC3)nc3c2nnn3Cc2ccccc2Cl)cc1,3.2,-7.9,-8.9,-0.3,6.9,i,9.7,-1.1,-15.0,5.5
CCOC(=O)C1(Cc2cccc(OC)c2)CCCN(Cc2cc(OC)c(O)c(OC)c2)C1 (stereo not given),-0.6,-5.1,-2.2,3.6,6.5,i,0.3,1.0,-4.9,23.5
COC(=O)c1ccc(NC(=O)C(=O)N2CCN(C(=S)Nc3ccccc3OC)CC2)cc1,-1.0,-2.7,1.8,-0.4,-0.1,i,-6.6,-5.3,-1.8,-3.7
COc1cccc(OC)c1NC(=O)c1ccc(-c2cc(Cl)ccc2Cl)o1,3.4,·,-3.6,-10.0,-5.2,i,-2.1,2.1,-3.1,5.5
Cc1cc(=O)oc2cc(OCC(O)CN3CCN(c4ccccc4)CC3)ccc12 (stereo not given),-0.3,-4.1,·,-3.1,-0.1,i,3.2,-1.8,1.2,4.4
Cc1ccc(C(=O)Nc2c(-c3cccs3)nc3cc(C)ccn23)cc1,-0.3,-6.4,-4.5,3.3,-4.7,i,1.9,2.5,-0.2,2.6
Cc1nc2sc(C(=O)Nc3ccccc3)c(N)c2c(C)c1[N+](=O)[O-],-0.8,-23.9,-2.0,1.3,8.3,i,-2.1,0.5,-1.2,22.7
CN1C(=S)SC(/[N+]([O-])=C\c2cccs2)C1(C)C (stereo not given),-0.9,7.5,9.6,-7.1,-4.7,i,-2.1,0.7,2.7,-1.5
CCn1c(CN2CCN(c3cccc(C)c3C)CC2)n[nH]c1=S,-7.9,-1.3,3.4,-0.3,-9.8,i,8.2,6.1,-17.5,-0.8
CC(C)N=C1NN=C(c2ccc(Cl)c(Cl)c2)CS1,0.0,-2.5,-4.0,-8.1,2.2,i,-6.2,3.6,-10.2,25.1
CCc1ccc(NC(=O)Nc2ccc3c(c2)CCC3)cc1,0.2,4.7,-1.5,-7.7,2.1,i,-1.6,-0.4,2.9,-3.9
COC(=O)c1ccc(CSc2ncn[nH]2)o1,-1.2,-6.0,-6.0,1.3,0.0,i,2.3,-0.7,-1.2,-5.4
Fc1cccc(-c2cc3nc4c(c(N5CCC6(CC5)OCCO6)n3n2)CCCC4)c1,10.8,16.1,-15.5,-1.6,-1.8,i,8.9,2.6,-7.0,17.8
O=C(Nc1ccc2sc3ccccc3c(=O)c2c1)c1ccccc1Cl,2.5,-11.9,0.4,0.6,7.6,i,2.1,2.3,-16.7,16.2
Nc1nc2ncccn2c1-c1ccc(F)cc1,0.9,·,-3.6,-15.3,-13.7,·,·,·,·,0.0
Cc1ccc2nc(NC(=O)c3ccccc3F)sc2c1,0.3,-7.3,3.1,0.5,-0.6,i,-2.7,0.0,-3.2,-11.7
Cc1ccc(S(=O)(=O)NCCS(=O)(=O)N2CCN(c3ccc(F)cc3)CC2)cc1,2.1,1.0,4.2,10.4,10.9,i,-3.9,0.4,0.5,-13.8
CC(=NCc1ccccc1)c1ccc(O)cc1O,0.0,·,-0.4,-0.4,1.6,i,-1.4,-1.9,7.1,5.5
c1ccc(Oc2cc(-c3ccccc3)ncn2)cc1,2.0,-2.0,4.9,1.2,13.4,i,3.2,0.4,1.5,49.7*
Cc1cc(C)cc(N2C(=O)C3CCCN3C2=S)c1 (stereo not given),-0.6,-9.1,-0.1,-2.0,1.6,i,-4.8,0.4,2.1,11.7

# Profiles, looked up by structure. Screens in order: LMPTP block, Scp-1 inhibitor, MT1-MMP act inh, SUMO1 PPI mod, NRP1-CendR mod, Rpn11 block, NadD inh, STEP block, DNMT1 inh, SKN-1 block
# `CN(C)C(=O)c1cccc(-c2cnc3c(NC=O)cc(-c4ccc(F)cc4)cn23)c1` is entered as 0.0, ·, -5.2, -10.7, -32.8, i, 5.3, -0.3, -1.2, -4.9
# `O=C(CSc1nc(=O)n2ccccc2n1)OCc1ccccc1` is entered as -0.5, 1.0, -7.3, -0.5, 0.4, i, -2.9, -0.2, 0.7, -15.2
# `c1ccc(Oc2cc(-c3ccccc3)ncn2)cc1` is entered as 2.0, -2.0, 4.9, 1.2, 13.4, i, 3.2, 0.4, 1.5, 49.7*
# `O=C(Nc1ccc2sc3ccccc3c(=O)c2c1)c1ccccc1Cl` is entered as 2.5, -11.9, 0.4, 0.6, 7.6, i, 2.1, 2.3, -16.7, 16.2
# `COc1cccc(-c2nc(CCl)cs2)c1` is entered as -0.3, 3.8, 6.3, -4.9, 8.6, i, 1.2, 0.9, 3.0, -13.9
